Bioassay records deposited in PubChem BioAssay by National Center for Advancing Translational Sciences (NCATS).
aSyn yeast rescue – qHTS of alpha-syn Inhibitors: NCGC Sytravon Library Screen; S. cerevisiae alpha-synuclein toxicity rescue, BacTiter-Glo growth, 24 h; Potency, µM (highest dose often 46.1 µM), for the others: at the highest dose growth rescue (activation), hits mostly activators; hit rate 0.02% among 94,000; active = well fitted activation curve with a large enough effect; inconclusive = small, poorly fitted or top-dose-only effect; note: 0% is about no effect
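Growth restoration measured by BacTiter-Glo luminescence after 24 hr at 30 deg C; alpha-synuclein yeast, raffinose-pregrown to mid-log, were added at OD600=0.02 in galactose medium onto pinned compounds.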
* hit, by the source's call; ? = inconclusive; [ ] = dose if it differs, or a comment. Potency is the fitted concentration of half-maximal effect. An excerpt. The share of hits here may be higher or lower than overall.

structure | aSyn yeast rescue
COc1ccc(-c2noc(-c3ccc(NCCc4ccccc4)c([N+](=O)[O-])c3)n2)cc1 | -1.1%
O=C(CCCn1c(=O)[nH]c2ccsc2c1=O)Nc1ccc(F)cc1 | 3.9%
CN(CC(=O)Nc1ccc(N2CCOCC2)cc1)C(=O)COc1ccccc1F | -6.7%
Cc1c(NC(=O)c2nc3ccccc3nc2N2CCCCC2)cccc1[N+](=O)[O-] | -4.4%
O=C1c2ccccc2C(Nc2cccnc2)N1Cc1ccc2c(c1)OCO2 (stereo unspecified) | -1.2%
CCCCc1ccc(C(=O)Nc2ccc3nc(N4CCN(CC)CC4)cc(C)c3c2)cc1 | -21.7%
CCOc1ccc(NC(=S)NCCCN2CCOCC2)cc1 | 7.3%
COc1cc(OC)cc(N(C(=O)CNC(=O)c2ccco2)C(C(=O)NCC2CCCO2)c2ccccc2)c1 (stereo unspecified) | -9.4%
N#Cc1ccccc1NC(=O)C(=O)NCCc1csc2nc(-c3cccc(F)c3)nn12 | -3.1%
O=C(NCc1ccccc1)c1cc(Sc2cccc(Cl)c2)nc2ccccc12 | 6.2%
Cc1ccc2oc3c(c(=O)c2c1)C(c1ccccc1F)N(CCCN1CCOCC1)C3=O (stereo unspecified) | -10.2%
COC(=O)c1cc2oc(C)cc2n1CC(=O)Nc1ccc(OC)c(OC)c1 | 4.8%
CCOCCCNC(=O)C1CCCN(Cc2nc(-c3ccc(CC)cc3)oc2C)C1 (stereo unspecified) | -2.5%
COc1ccc(N(Cc2ccccc2)C(=O)c2nc(S(C)(=O)=O)ncc2Cl)cc1 | ?
Cc1ccc(C(=O)COC(=O)C2CC3CCCC(C2)C3=O)cc1[N+](=O)[O-] (stereo unspecified) | -1.0%
COc1ccc(C(CNC(=O)Cc2cccs2)N(C)C)cc1 (stereo unspecified) | 4.1%
CC1(C)[C@H]2CC[C@]1(C)[C@@H](OC(=O)C[N+]1(C)CCOCC1)C2 | -8.0%
CCN(CC)C(=O)Cn1cc(SCC(=O)Nc2ccccc2C)c2ccccc21 | -1.2%
CCCN(CCC)S(=O)(=O)c1ccc(N2CCCCS2(=O)=O)cc1 | 2.6%
Cc1cc(NC(=O)c2ccccc2O)nc(C)n1 | -15.1%
COc1ccc(OC)c(Nc2ncnc3c2nc2n3CCCC2)c1 | 11.2%
O=C(Cn1cnc2c(oc3ccccc32)c1=O)N1CCCC1 | 6.8%
CCc1ccc(-n2c(=O)c3c4c(sc3n(CC(=O)NC(C)CC)c2=O)CCCC4)cc1 (stereo unspecified) | 9.3%
O=C(CCCCCn1c(=O)c2sccc2n(CC(=O)Nc2ccccc2F)c1=O)NCc1ccc2c(c1)OCO2 | 2.6%
CC(OC(=O)c1cnc2ccccc2n1)c1ccccc1Cl (stereo unspecified) | 0.8%

The list goes on:
structure | aSyn yeast rescue
CCN(C(=O)Cc1c(C(=O)O)c(C)cn1C)c1cccc(Cl)c1 | 5.8%
O=[N+]([O-])c1cc(CN2CCCC2)ccc1Sc1ccc(Cl)cc1 | 0.1%
CS(=O)(=O)N1CCN(C(=O)c2cc(-c3cccnc3)nc3ccc(Cl)cc23)CC1 | -12.8%
O=C1CN(C(=O)N[C@@H](Cc2ccccc2)C(=O)N[C@@H](Cc2ccccc2)C(=O)O)c2ccccc2N1 | 8.2%
Cc1ccc(C2c3c(oc4ccccc4c3=O)C(=O)N2c2nnc(C)s2)cc1 (stereo unspecified) | -0.7%
O=C(Nc1ccccc1C(F)(F)F)N1CCOc2ccc(Cl)cc21 | -3.2%
Cc1cccc(OCCSc2nc3ccccc3n2CC(=O)N2CCOCC2)c1 | 4.8%
Cc1ccc(-c2cc(NC(=O)c3ccccc3Cl)on2)cc1 | -6.9%
Cc1nnsc1C(=O)NC(C)c1ccccc1 (stereo unspecified) | 9.2%
NC(=O)N/N=C/c1coc2ccc3ccccc3c2c1=O | -11.3%
COc1ccccc1C(=O)N/C(=C/c1cccc([N+](=O)[O-])c1)C(=O)Nc1cccc(C(=O)O)c1 | 4.4%
COc1ccc(N2CCN(CC(=O)Nc3c(C)cccc3C)CC2)cc1 | 0.1%
CCOc1ccc(S(=O)(=O)Nc2cccc(C(=O)N3CCN(c4ccccn4)CC3)c2)cc1 | -4.8%
COc1ccccc1OCCSc1nc(-c2ccc(C(C)(C)C)cc2)nc2cc(=O)[nH]n12 | -0.6%
COc1cc(Cl)c(C)cc1NC(=O)c1cnc(N2CCCCC2)c2ccccc12 | -5.9%
Cc1cccc2nc(-c3ccccn3)c(Nc3ccc(F)cc3)n12 | -0.3%
O=C(COC(=O)Cc1ccc(-c2ccccc2)cc1)NCc1ccc(F)cc1 | 9.0%
CN(CCC#N)C(=O)COC(=O)c1ccccc1C(=O)c1ccc(Cl)c([N+](=O)[O-])c1 | 8.4%
O=S(=O)(c1ccccc1)c1nnn2c1nc(NCc1cccs1)c1sccc12 | -11.3%
C[C@@H]1CN([C@H](C)CO)S(=O)(=O)c2ccc(C#Cc3ccccc3)cc2O[C@H]1CN(C)C(=O)Nc1ccc2c(c1)OCO2 | 10.8%
Cc1ccc(NC(=O)CN(C)C(=O)COc2ccc(Br)cc2)cc1 | 5.8%
CCOc1ccc(NC(=O)CC2C(=O)N(c3cccc(C)c3)C(=O)N2Cc2ccco2)cc1 (stereo unspecified) | -0.2%
COc1ccc(Nc2nn(-c3ccc(OC(F)(F)F)cc3)nc2C(C)=O)cc1 | -8.4%
O=C(CN1C(=O)CC(c2ccco2)Sc2ccccc21)Nc1ccc(Br)cc1 (stereo unspecified) | 6.9%
CC(C)c1nc(CNC(=O)CC2C(=O)NCCN2Cc2ccccc2)cs1 (stereo unspecified) | 0.4%

The list continues:
smiles	aSyn yeast rescue
O=C(Cc1ccccc1F)Nc1nc(-c2ccc(F)cc2)cs1	-10.8%
CNS(=O)(=O)c1ccc(N2CCCC2=O)c([N+](=O)[O-])c1	-0.4%
CC(=O)c1cccc(N(CC(=O)NC2CCCCC2)C(=O)Cn2nnc(-c3ccccc3)n2)c1	-3.1%
O=C(CSc1ccccc1)NCc1ccc2c(c1)CCN2C(=O)c1ccccc1	22.6%
Cc1nn(-c2ccccc2)c(C)c1NC(=O)COC(=O)c1ccc(S(=O)(=O)C(F)F)cc1	12.5%
CCOc1ccc(NC(=O)C2CSC(c3ccncc3)=N2)cc1 (stereo unspecified)	-5.9%
CCc1ccc(NCc2cc3ccc(OC)cc3n(CC(=O)Nc3ccccc3OC)c2=O)cc1	1.4%
O=C(Nc1cccnc1)c1cc(-c2ccc(Cl)c(Cl)c2)on1	-4.4%
C=CCCOc1ccccc1C(N)=O	8.9%
CCCc1ccc(S(=O)(=O)N2CCN(C(=O)c3cc(C)on3)CC2)cc1	1.1%
O=C(Nc1cccc(C(=O)N2CCN(c3ccccc3)CC2)c1)c1nsc2ccccc12	9.4%
O=C(CSc1nc2c(oc3ccccc32)c(=O)n1-c1ccccc1)Nc1ccccc1F	4.4%
CC1CCCN(C(=O)CSCC(=O)Nc2nc(-c3cccs3)cs2)C1 (stereo unspecified)	2.7%
Cc1cc(S(=O)(=O)Nc2ncnc3sccc23)ccc1F	-4.8%
Cc1cc(C(=O)Nc2c(C)cccc2C)n(-c2ccccc2)n1	-4.7%

Two of the compounds above, as labelled records.
CC1CCCN(C(=O)CSCC(=O)Nc2nc(-c3cccs3)cs2)C1 (stereo unspecified)
  aSyn yeast rescue = 2.7%

Cc1cc(S(=O)(=O)Nc2ncnc3sccc23)ccc1F
  aSyn yeast rescue = -4.8%

(cont.)
smiles	aSyn yeast rescue
Cc1cc(C)cc(N(C(=O)c2ccccn2)C(C(=O)NC2CCCCC2)c2ccncc2)c1 (stereo unspecified)	-4.3%
CCC(CC)C(=O)Nc1c(C(=O)N2CCN(c3ccccc3F)CC2)oc2ccccc12	-19.7%
CCOc1ccc2oc(=O)cc(CN3CCN(C(=O)c4cccc(F)c4)CC3)c2c1	7.0%
COc1ccccc1C(=O)NCC(C)(C)CN=C1NS(=O)(=O)c2ccccc21	2.2%
CCCn1c(SCc2ccc(C(=O)OC)o2)nc2ccccc2c1=O	-2.7%
CCN(Cc1ccccc1)Cc1c(O)ccc2c(=O)c(-c3ccccc3)c(C(F)(F)F)oc12	19.3%
Cc1ccc(NC(=O)CSc2nc(-c3ccc(C(C)(C)C)cc3)nc3cc(=O)[nH]n23)cc1C	-6.6%
O=C(Nc1nc(-c2ccc3c(c2)OCO3)cs1)C1COc2ccccc2O1 (stereo unspecified)	1.7%
CN1CCN(C(=O)c2ccc(S(=O)(=O)N(C)c3ccccc3)cc2)CC1	2.4%
CC(CC(=O)O)C(=O)c1ccc(Cl)c([N+](=O)[O-])c1 (stereo unspecified)	-3.7%
Cc1cc(C)c(-c2csc(NC(=O)CCCc3nc4ccccc4c(=O)[nH]3)n2)c(C)c1	12.6%
CCCCNc1ccc(-c2nc(-c3ccccc3)no2)cc1[N+](=O)[O-]	-3.4%
Cn1c(=O)c(=O)n(C)c2cc(S(=O)(=O)N3CCN(c4ccccc4F)CC3)ccc21	-7.1%
COC(=O)c1ccc(/C=N/NC(=O)CNc2cccc(C)c2)cc1	-10.6%
COc1ccc(S(N)(=O)=O)cc1C(=O)N1CCCC1	8.2%

Continuation.
smiles	aSyn yeast rescue
CCOC(=O)c1ccc(NC(=O)c2nc[nH]c2C(=O)NC[C@H](C)O)cc1	-3.1%
CCN(CC)S(=O)(=O)c1ccc(C(C)NC(=O)Cc2c[nH]c3ccccc23)cc1 (stereo unspecified)	0.6%
CCCCC(=O)N1CCc2cc(OC)c(OC)cc2C1COc1ccc(C(=O)OCC)cc1 (stereo unspecified)	15.1%
Cc1c(/C=N/NC(=O)c2cccnc2)c2ccccc2n1Cc1ccccc1	-3.2%
NC(=O)c1nc(-c2ccco2)nc2c1[nH]c(=O)n2-c1ccc(Cl)c(Cl)c1	-5.4%
CCn1nc(C(=O)Nc2ccc(Cl)c(S(=O)(=O)N3CCOCC3)c2)c2ccccc2c1=O	12.6%
CC(C)c1ccc(-c2nn(-c3ccccc3)cc2C(=O)NCC2CCCO2)cc1 (stereo unspecified)	0.4%
CCOC(=O)c1[nH]c(C)c(CCC(=O)Nc2ccccc2C(=O)OC)c1C	-3.0%
COc1ccc(-c2nc(SCC(=O)Nc3ccc4c(c3)OCO4)c(-c3ccc(F)cc3)[nH]2)cc1OC	0.5%
COc1cccc(NC(=O)Cn2nc(N3CCN(c4ccccc4)CC3)ccc2=O)c1	-5.4%
COc1ccccc1CNC(=O)COc1ccc(S(=O)(=O)N2CCCC2)cc1	-7.9%
CCCCCn1c(=O)[nH]c2cc(C(=O)N3CCN(c4ccccc4F)CC3)ccc2c1=O	4.5%
COc1ccc(S(=O)(=O)N2CCCCC2)cc1NC(=O)C1CC1(Cl)Cl (stereo unspecified)	5.7%
Cc1nccnc1Sc1ccccc1	-0.3%
Cc1c(C)n(Cc2ccccc2)c2ccc(C(=O)N3CCN(c4ccc(F)cc4)CC3)cc12	3.5%

Further results.
smiles	aSyn yeast rescue
Cc1ccc(CNC(=O)c2ccccc2NC(=O)CN2CCN(C)CC2)cc1	2.4%
COc1ccc2c(c1)c1c(c(=O)n(Cc3ccccc3)c(=O)n1CC(=O)Nc1c(C)cccc1C)n2C	-2.2%
CN(C)c1ccc(CNC(=O)c2cnc3sc(N4CCCC4)nn3c2=O)cc1	-2.6%
CCN(CC)c1ccc(C(=O)N2CCC(c3ccncc3)CC2)cc1	-3.0%
CCC[C@H]1CN(c2ccccc2)C(=O)[C@@H]1CC(=O)Nc1ccccc1	25.6%
COc1cc(OC)c(OC)cc1CCC(C)NCCC(c1ccccc1)c1ccccc1 (stereo unspecified)	-6.5%
Cc1cccc(NC(=O)NCCOCCn2c(=O)oc3ccccc32)c1C	-12.1%
Nc1ccc2c(Cl)cc(Cl)cc2c1	-3.3%
CC(=O)Nc1cc(C(=O)NCc2ccc(C)cc2)ccc1Sc1ccc(C)cc1	-6.0%
COc1ccccc1CNC(=O)N1CCN(c2ccccc2C)CC1	6.1%
Cc1ccc(C(=O)NCc2ccc3c(c2)CCN3C(=O)c2ccc(C)cc2)cc1	-8.8%
COc1ccc(NC(=O)CN2C(=O)CSc3ccc(S(=O)(=O)N4CCCC4)cc32)cc1OC	-10.5%
COc1ccccc1C(=O)NCC(=O)OCc1nnc(-c2ccccc2)o1	-3.5%
COc1ccc(NC(=O)c2ccc(-c3cccc(Cl)c3C)o2)cc1	-10.9%
COc1ccc(NC(=O)C2CCN(C(=O)C3CC(=O)N(c4ccc(C)cc4)C3)CC2)cc1 (stereo unspecified)	-7.1%

Fetched by structure from above:
smiles	aSyn yeast rescue
O=C(CCCCCn1c(=O)c2sccc2n(CC(=O)Nc2ccccc2F)c1=O)NCc1ccc2c(c1)OCO2	2.6%
CCN(CC)C(=O)Cn1cc(SCC(=O)Nc2ccccc2C)c2ccccc21	-1.2%
CCN(CC)c1ccc(C(=O)N2CCC(c3ccncc3)CC2)cc1	-3.0%

The list goes on:
smiles	aSyn yeast rescue
Cc1ccc(C(=O)Nc2nc(-c3ccc4c(c3)OCCO4)cs2)o1	-26.1%
NS(=O)(=O)c1ccc(CCNC(=S)NC2CCCCC2)cc1	-11.6%
O=C(Cn1nc(-c2ccccc2)nc(Cc2ccccc2)c1=O)Nc1ccc(Cl)cc1	1.8%
CCN(C(=O)c1cccn(Cc2cccc(Cl)c2)c1=O)c1ccccc1	11.4%
Cc1cccn2c(=O)nc(SCC(=O)NCc3ccccc3)nc12	-30.8%[inhibitor]
O=C(O)c1ccc(N2C(=O)CSC2=S)cc1	15.1%
CCn1c(SCC(=O)NCc2ccc3c(c2)OCO3)nnc1-c1ccco1	-7.3%
